Assay outcomes: PubChem BioAssay, National Center for Advancing Translational Sciences (NCATS)
HP1b binding inh – HTS for Inhibitors of HP1-beta Chromodomain Interactions with Methylated Histone Tails | Chromobox protein homolog 1 (Homo sapiens), P83916 | AlphaScreen HP1-beta / biotin-H3K9me3 peptide binding | Potency, µM (series often up to 114 µM), inactives show top-dose activity change, negative = inhibition, most hits filed as inhibitors | 0.56% of 390,000 active | AID 540317, 2011; further: potency means the concentration at half of the fitted maximal effect; nearly all actives have a fitted effect of over 70% in size; inactives centre near 23
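HP1-beta protein (50 nM final) preincubated 30 min at room temperature with biotinylated H3(1-18)K9me3 peptide (50 nM) in PBS pH 7.4, 0.01% Tween-20, then compound added for 30 min. AlphaScreen streptavidin donor/nickel chelate acceptor beads (10 ug/mL final), 30 min dark, luminescence read.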
G9a inh – qHTS Assay for Inhibitors of Histone Lysine Methyltransferase G9a. Histone-lysine N-methyltransferase EHMT2 (Homo sapiens), Q96KQ7. G9a H3K9 monomethylation, AlphaScreen, 2 h. Potency, µM (top dose mostly 102 µM), inactives show at the top dose activity, negative = inhibition, actives largely listed as inhibitors. 8.8% of 350,000 active; further: potency means the concentration at half of the fitted maximal effect; on the % scale 0 is the no-effect control and ±100 the full control effect; nearly all actives have a fitted effect of over 75% in size
Target sequence (Q96KQ7 913-1193 limits assumed): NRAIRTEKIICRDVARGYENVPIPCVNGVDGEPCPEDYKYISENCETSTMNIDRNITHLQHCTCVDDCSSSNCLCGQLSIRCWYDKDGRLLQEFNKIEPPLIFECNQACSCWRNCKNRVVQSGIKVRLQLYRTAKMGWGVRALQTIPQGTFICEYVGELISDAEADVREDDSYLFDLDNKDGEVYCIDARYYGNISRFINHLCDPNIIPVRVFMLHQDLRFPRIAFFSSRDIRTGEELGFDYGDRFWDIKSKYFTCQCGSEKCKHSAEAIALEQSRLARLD
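Readings reflect AlphaScreen signal from monomethyl-H3K9 antibody detection. HMT at 20 nM; substrate b-H3K9 500 nM; cofactor SAM 20 uM; 2 h RT reaction; compounds tested as titrations in qHTS with 15 min preincubation.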
Pin1 inhibitor – qHTS Assay to Find Inhibitors of Pin1 | Peptidyl-prolyl cis-trans isomerase NIMA-interacting 1 (Homo sapiens), Q13526 | AID 504891, 2011 | Potency, µM (top dose mostly 115 µM), without a hit: top-dose activity, negative = inhibition, actives largely listed as inhibitors | Pin1 FP peptide displacement, HiFluor488, 10 min | 0.009% of 390,000 active; active means well fitted inhibition curve with a large enough effect in the polarisation, with a control signal flat, not every such curve was filed as active; inconclusive means small, poorly fitted or top-dose-only effect, or effect the other way, or a change in a side signal; inactive means no such curve, though single readings can be large or run the other way; the % refers to the polarisation; further: potency means the concentration at half of the fitted maximal effect; on the % scale 0 is the no-effect control and ±100 the full control effect
PI4K2A inh – qHTS for small molecular inhibitors of PI4K2A; purified PI4K2A, ADP-Glo luminescence, 1 h; active compounds read low; Phosphatidylinositol 4-kinase type 2-alpha (Homo sapiens), Q9BTU6; AID 1346378, 2018; activity change, negative = inhibition, % at 76.9 µM; 0.13% of 420,000 active; in the data active means activity change below about -50%; inconclusive means mostly about -30% to -49%;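 further: -100% = wells without enzyme as full effect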
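Compounds are screened against recombinant PI4K2A using PI as substrate and ATP, the latter dispensed at 300 microM. Reactions run one hour at ambient temperature before ADP-Glo detection; full inhibition defined by wells lacking enzyme.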
GLS inhibitor – qHTS for Inhibitors of Glutaminase (GLS) | Glutaminase kidney isoform, mitochondrial (Homo sapiens), O94925 | 0.21% of 410,000 active | Potency, µM (highest dose often 45.5 µM), inactives show top-dose activity change, negative = inhibition, actives largely listed as inhibitors | GLS enzymatic activity, qHTS titration; further: potency means the concentration at half of the fitted maximal effect; on the % scale 0 is the no-effect control and ±100 the full control effect
Target sequence (O94925 whole entry, looked up, canonical isoform): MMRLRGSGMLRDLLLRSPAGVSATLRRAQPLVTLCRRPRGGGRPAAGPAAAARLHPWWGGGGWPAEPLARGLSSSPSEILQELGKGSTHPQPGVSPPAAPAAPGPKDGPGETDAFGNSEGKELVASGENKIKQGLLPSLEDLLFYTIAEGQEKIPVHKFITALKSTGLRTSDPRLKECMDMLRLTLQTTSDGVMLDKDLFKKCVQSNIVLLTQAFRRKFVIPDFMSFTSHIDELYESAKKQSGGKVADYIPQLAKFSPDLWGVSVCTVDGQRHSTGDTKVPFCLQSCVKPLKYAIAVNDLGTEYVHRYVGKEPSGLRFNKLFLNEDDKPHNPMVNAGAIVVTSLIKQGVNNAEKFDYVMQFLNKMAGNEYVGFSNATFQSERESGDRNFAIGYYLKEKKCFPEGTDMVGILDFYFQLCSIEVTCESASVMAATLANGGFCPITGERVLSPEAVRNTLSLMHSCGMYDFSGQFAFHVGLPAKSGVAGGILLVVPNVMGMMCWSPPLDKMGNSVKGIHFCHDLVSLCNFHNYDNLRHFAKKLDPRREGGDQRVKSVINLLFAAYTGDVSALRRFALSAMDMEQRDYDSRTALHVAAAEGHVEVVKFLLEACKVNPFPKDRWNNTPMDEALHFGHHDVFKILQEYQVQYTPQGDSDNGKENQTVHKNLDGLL
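hKGA in 45 mM KH2PO4 (pH 8.2), 0.02% Tween-20 with compound, then 1mM L-Glutamine (stock as added) plus glutamate oxidase/HRP/Amplex red coupling mix. Fluorescence read initially and after 30 min at RT; signal change reflects glutamate formation.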
POLH inh – qHTS for Inhibitors of Polymerase Eta; DNA polymerase eta (Homo sapiens), Q9Y253; recombinant Pol eta, fluorescent DNA replication assay; Potency, µM (top dose mostly 114 µM), for the others: at the top dose activity change, negative = inhibition, actives largely listed as inhibitors; 1.2% of 390,000 active; AID 588591, 2011; further: potency means the concentration at half of the fitted maximal effect; on the % scale 0 is the no-effect control and ±100 the full control effect
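Fluorescent replication assay: 50 nM final substrate added after a 15 min room-temperature compound preincubation with 10 nM enzyme. Signal taken at 0 min and again at 10 min.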
JMJD2A Tudor inh – qHTS Assay for Inhibitors of JMJD2A-Tudor Domain. Lysine-specific demethylase 4A (Homo sapiens), O75164. AlphaScreen JMJD2A-Tudor / H3K4me3 peptide binding. Potency, µM (titrated, usually from 114 µM), inactives show at the highest dose activity change, negative = inhibition, hits mostly inhibitors. 4.4% of 390,000 active. AID 504339, 2011; further: potency means the concentration at half of the fitted maximal effect; on the % scale 0 is the no-effect control and ±100 the full control effect; nearly all actives have a fitted effect of over 50% in size
BAZ2B inh – qHTS Assay for Inhibitors of BAZ2B. Bromodomain adjacent to zinc finger domain protein 2B (Homo sapiens), Q9UIF8. AID 504333, 2011. Potency, µM (highest dose often 114 µM), for inactives: at the highest dose activity change, negative = inhibition, hits mostly inhibitors. 4.4% of 360,000 active. AlphaScreen BAZ2B-H3K14Ac peptide displacement; further: potency means the concentration at half of the fitted maximal effect; on the % scale 0 is the no-effect control and ±100 the full control effect; nearly all actives have a fitted effect of over 60% in size
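Complex of BAZ2B and biotin-H3K14Ac (50 nM apiece) forms over 30 min at RT, then faces library compounds up to 110 uM for another 30 min; AlphaScreen beads added, 20 min dark incubation, luminescence read.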
PGK inhibitor – qHTS Assay to Find Inhibitors of Phosphoglycerate Kinase | Potency, µM (titrated, usually from 57.5 µM), for inactives: at the top dose activity change, negative = inhibition, actives largely listed as inhibitors | 0.043% of 380,000 active | AID 602233, 2012 | PGK/GAPDH coupled, Kinase-Glo luminescence, 60 min; further: potency means the concentration at half of the fitted maximal effect; on the % scale 0 is the no-effect control and ±100 the full control effect; nearly all actives have a fitted effect of over 60% in size
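Recombinant glycosomal PGK reaction used 1,3-bisphosphoglycerate generated in-well by GAPDH (100nM final) in 100mM TEA pH 7.6, 5mM MgCl2, 0.01% Tween-20. After 60 minutes at room temperature, ATP was read by Kinase-Glo Plus luminescence end-point.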
An asterisk follows results filed as active; i = inactive; ? = inconclusive; · = no result given; [ ] = another dose, or the depositor's remark. Unless noted, the call rests on the fitted dose curve; in most records, active means well fitted curve in the direction sought with a large enough effect; inconclusive means small, poorly fitted or top-dose-only effect, or another doubt; inactive means no such curve, though single readings can be large; an effect the other way counts as inactive or inconclusive. Some of the compounds tested (hit frequency here may not be typical).

Sample of the layout (five entries):
Under each structure – HP1b binding inh | G9a inh | Pin1 inhibitor | PI4K2A inh | GLS inhibitor | POLH inh | JMJD2A Tudor inh | BAZ2B inh | PGK inhibitor
> CC(=O)Nc1ccc(N2C(=O)CSC2c2ccc([N+](=O)[O-])cc2)cc1 (stereo not drawn)
    -16% | -4% | 1% | 1 | -7% | -20% | -17% | -16% | -1%
> CCN(C(=O)c1cn(CC)c(=O)c2cc(OC)c(OC)cc12)c1ccc(C)c(C)c1
    -9% | 1%[59 µM] | 3% | -6 | 4% | 3% | -17% | -5% | -3%
> CC(=O)c1cccc(NC(=O)CCc2c(C)nc3nc(CN)nn3c2C)c1
    21% | 16µM* | -1% | -1 | 4% | -9% | ? | 50µM* | -5%
> O=S(=O)(O/N=C1\CCCc2ccccc21)c1ccccc1
    48%[activator] | 1%[12.7 µM] | -9% | 8 | 6% | -15% | 7% | -29% | 3%
> CCC(C)NC(=O)CSc1nnc(-c2ccc(Cl)cc2)n1N (stereo not drawn)
    51%[activator] | ? | -10% | -1 | 4% | 8% | -4% | -17% | -6%

The listing, from the first entry:
Under each structure – HP1b binding inh | G9a inh | Pin1 inhibitor | PI4K2A inh | GLS inhibitor | POLH inh | JMJD2A Tudor inh | BAZ2B inh | PGK inhibitor
> CC(=O)Nc1ccc(N2C(=O)CSC2c2ccc([N+](=O)[O-])cc2)cc1 (stereo not drawn)
    -16% | -4% | 1% | 1 | -7% | -20% | -17% | -16% | -1%
> CCN(C(=O)c1cn(CC)c(=O)c2cc(OC)c(OC)cc12)c1ccc(C)c(C)c1
    -9% | 1%[59 µM] | 3% | -6 | 4% | 3% | -17% | -5% | -3%
> CC(=O)c1cccc(NC(=O)CCc2c(C)nc3nc(CN)nn3c2C)c1
    21% | 16µM* | -1% | -1 | 4% | -9% | ? | 50µM* | -5%
> O=S(=O)(O/N=C1\CCCc2ccccc21)c1ccccc1
    48%[activator] | 1%[12.7 µM] | -9% | 8 | 6% | -15% | 7% | -29% | 3%
> CCC(C)NC(=O)CSc1nnc(-c2ccc(Cl)cc2)n1N (stereo not drawn)
    51%[activator] | ? | -10% | -1 | 4% | 8% | -4% | -17% | -6%
> COc1ccc(CNC(=O)C[C@H]2C(=O)N(C3CCCCC3)C[C@@H]2Cc2ccccc2)cc1
    8% | 23% | 0% | 0 | 1% | -23% | ? | -36% | 8%
> Cn1c(-c2ccc(F)cc2)cnc1SCC(=O)Nc1ccccc1
    -15% | -4%[12.7 µM] | -2% | 6 | 8% | -18% | -15% | ? | i
> Cc1sc2nc(CSCC(=O)N3CC(C)OC(C)C3)[nH]c(=O)c2c1C (stereo not drawn)
    43%[activator] | -3% | 3% | 2 | -13% | -4% | -9% | -7% | -1%
> COc1ccccc1N1CCN(C(=O)CSc2nc(N)cc(=O)[nH]2)CC1
    27% | 4%[59 µM] | 9% | 0 | 24% | 1% | -1% | -3% | -8%
> O=C(CSc1nc2ccccc2c(=O)n1NC(=O)c1ccccc1)c1ccccc1
    -1% | -32% | 18% | -8 | -6% | -18% | -29% | -24% | -9%
> Clc1cc(Br)ccc1OCCn1ccnc1
    ? | 8.9µM* | -4% | 6 | -6% | -14% | 3.2µM* | 22µM* | -1%
> COc1cc(C)c(CN2CCC(Cc3ccccc3)CC2)cc1C
    -19% | · | -6% | 5 | -1% | -9% | 28µM* | 56µM* | i
> COc1cc(NC(=O)c2cc3ccccc3cc2OC)ccc1NC(=O)c1cccs1
    28% | · | 5% | -9 | 0% | 3% | -1% | -12% | 3%
> CCCn1c(=O)c2c(nc3n2CCCN3CCc2ccc(OC)c(OC)c2)n(C)c1=O
    21% | -26% | 1% | 0 | 0% | -21% | -11% | -25% | 3%
> COc1ccc(NC(=O)CCSc2nc(-c3ccc(OC)cc3)cc(C(F)(F)F)n2)cc1
    11% | 4%[59 µM] | -4% | 3 | 5% | -7% | -8% | -1% | -3%
> COc1ccc(CCNc2ncnc3c2nnn3Cc2ccccc2)cc1OC
    21% | -3% | -11% | -4 | 3% | -7% | -15% | 3% | i
> CCc1ccc(C(O)(c2ccccc2OC)C(CN2CCOCC2)c2ccccc2)cc1 (stereo not drawn)
    12% | 45µM* | 0% | -1 | 4% | -20% | -23% | · | -6%
> COc1ccc(-c2cc(=O)oc3c(C)c(OCC(=O)N[C@@H](Cc4ccc(O)cc4)C(=O)O)ccc23)cc1
    34% | · | ? | -8 | 36%[activator] | 0% | -12% | -8% | -3%
> Cc1ccc(/C=C/C(=O)N2CCc3ccccc32)o1
    45µM* | 22µM* | ? | -17 | -14% | 8.9µM* | 40µM* | 45µM* | -15%
> O=C1c2oc3ccccc3c(=O)c2C(c2cccc(O)c2)N1Cc1ccc(F)cc1 (stereo not drawn)
    22% | -36%[59 µM] | -8% | 0 | -4% | 1% | -22% | 3%[57.1 µM] | i
> N#Cc1c(N)nc2c(c1-c1ccc(Br)s1)CCCC2
    49%[activator] | 45%[59 µM] | 4% | -1 | 1% | -21% | -6% | 0% | -4%
> COc1ccc(C2(c3ccc(OC)cc3)NC(=O)N(CC(=O)Nc3cc(C)on3)C2=O)cc1
    -3% | · | 0% | 4 | -18% | -16% | -23% | · | -2%
> COc1ccc(C(=O)NCC(c2ccc3c(c2)OCO3)N2CCN(c3ccc(F)cc3)CC2)cc1 (stereo not drawn)
    -7%[57 µM] | -26%[59 µM] | 11% | 1 | 7% | -24% | ? | -37% | -9%
> O=C(O)c1cnn(-c2nc(-c3ccc(Br)cc3)cs2)c1C(F)(F)F
    52%[activator] | -33% | -2% | 1 | 1% | -10% | 1% | -8% | ·
> N#CCCN1CCN(S(=O)(=O)c2ccc(S(=O)(=O)NC3CC3)cc2)CC1
    15% | 8%[59 µM] | -14% | 0 | 1% | -20% | -11% | -3% | -5%
> COCCNC(=O)C(c1cccc(OC)c1)N(Cc1cccs1)C(=O)Cn1nnc2ccccc21 (stereo not drawn)
    22% | 0%[59 µM] | 5% | 1 | 17% | 14% | -6% | -3% | 2%
> COc1ccccc1CNC(=O)c1oc2c(c1C)-c1nn(Cc3ccc(Cl)cc3)cc1CC2
    29% | -6%[59 µM] | 4% | 1 | -9% | -2% | -22% | -11% | 6%
> CCCCN1CC(C)(C)[C@H](CC(=O)Nc2ccccc2)C1=O
    · | · | · | -1 | 4% | -8% | · | · | 6%
> CC(=O)[C@H]1CCC2C3CC=C4C[C@@H](O)CC[C@]4(C)C3CC[C@@]21C (stereo partly drawn)
    23% | · | -5% | 9 | -6% | -17% | 2% | · | 2%
> COc1cccc(/C=N/NC(=O)CCCC(=O)NC2CCCCC2)c1
    22% | 22%[59 µM] | 3% | -1 | 13% | -5% | 0% | 12% | 8%
> Cc1ccc(CC2S/C(=C(/C#N)C(=O)N3CCOCC3)N(c3ccccc3)C2=O)cc1 (stereo not drawn)
    37% | -16% | 1% | -3 | 1% | -18% | -3% | -1% | i
> O=C(CN(c1ccccc1)S(=O)(=O)c1ccccc1)N/N=C/c1ccco1
    15% | 12%[59 µM] | -1% | 2 | -6% | -6% | -15% | -8% | -5%
> CCc1nnc(NC(=O)CN2C(=O)c3ccccc3C2=O)s1
    16% | 1%[59 µM] | 1% | -4 | -5% | -7% | -2% | 4% | 2%
> Cc1cn(CCC(=O)Nc2ccccc2N2CCOCC2)c2ccccc12
    -3% | -15% | 0% | 0 | -7% | -25% | -23% | -35% | 3%
> O=C(NCc1nc2cccnc2n1Cc1ccc(F)cc1)c1ccccc1C(F)(F)F
    35%[57 µM] | 25%[59 µM] | 7% | 4 | -14% | -4% | 4% | 2% | -4%
> O=S(=O)(c1ccc(Cl)cc1)N1CCCC(c2nc(-c3ccc(F)cc3)no2)C1 (stereo not drawn)
    33% | 10%[2.33 µM] | 5% | 2 | -5% | -16% | -10% | 0% | 0%
> CCOc1ccc(C(=O)Nc2ccc3[nH]ncc3c2)cc1
    48%[activator] | · | 7% | -19 | 0% | -2% | -1% | 22% | -12%
> Oc1ccc(-c2n[nH]c(=S)n2Cc2ccccc2)cc1
    -8% | 1.1µM* | -2% | -1 | -1% | -1% | 32µM* | 1% | -5%
> CCCCCn1c(=O)[nH]c2c(c1=O)CCC2
    44%[activator] | -7%[59 µM] | -4% | 5 | 0% | 0% | -5% | 2% | i
> COc1cccc(C2=CC(c3cc(OC)ccc3OC)n3nnnc3N2)c1 (stereo not drawn)
    28% | ? | 23% | 0 | 10% | -6% | -14% | 1% | 7%
